USP2a inh: inhibitors of human ubiquitin-specific protease USP2a. O75604. USP2 core, Ub-CHOP2 coupled fluorogenic reporter, 485/531. Potency, µM (titrated, usually from 38.3 µM), for inactives: at the highest dose activity change, negative = inhibition, usual class: inhibitors. 0.01% of 330,000 active;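 also: potency is read from the fitted curve at half-maximal effect; plate controls were DMSO wells for no effect and full inhibition by NEM control for full effect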
Target sequence (O75604 whole entry, looked up): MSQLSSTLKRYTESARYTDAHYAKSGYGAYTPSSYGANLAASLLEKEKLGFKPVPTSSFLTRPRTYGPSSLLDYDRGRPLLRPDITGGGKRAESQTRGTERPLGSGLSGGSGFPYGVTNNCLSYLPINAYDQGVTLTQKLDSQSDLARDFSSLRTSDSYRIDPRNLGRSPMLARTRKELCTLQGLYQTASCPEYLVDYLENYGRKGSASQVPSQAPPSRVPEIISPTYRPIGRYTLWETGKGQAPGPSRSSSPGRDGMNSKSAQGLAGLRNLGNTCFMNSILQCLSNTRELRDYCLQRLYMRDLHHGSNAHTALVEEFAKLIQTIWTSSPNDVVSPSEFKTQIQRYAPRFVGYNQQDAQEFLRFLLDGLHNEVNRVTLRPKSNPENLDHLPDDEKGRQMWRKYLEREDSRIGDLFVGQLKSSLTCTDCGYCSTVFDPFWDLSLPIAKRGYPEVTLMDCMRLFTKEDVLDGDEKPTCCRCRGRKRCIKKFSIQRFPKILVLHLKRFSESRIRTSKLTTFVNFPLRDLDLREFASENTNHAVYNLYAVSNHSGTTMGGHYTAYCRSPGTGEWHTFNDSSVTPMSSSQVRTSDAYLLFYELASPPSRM
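Deubiquitinase activity read as fluorescence (485/531 nm) after Ub-CHOP2 cleavage activates the enterokinase reporter on its substrate; USP2 core 10nM, Ub-CHOP2 and substrate 25nM each, 30min compound preincubation then 60min RT; data normalized to NEM, curves fitted.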
Integrin act MD: activates integrin-mediated alleviation for muscular dystrophy; Potency, µM (highest dose often 38.3 µM), inactives show top-dose activation, usual class: activators; alpha7betagal myoblasts, beta-gal FDG fluorescence, 48 h; 0.064% of 350,000 active;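 also: potency is read from the fitted curve at half-maximal effect; 100% = response of the positive control SU9516; nearly all actives have a fitted effect of over 60% in size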
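Alpha7betagal+/- myoblasts (passage 13) were plated 16-24 hr, then exposed to compounds (1:260 dilution of DMSO stock) for 48 hours at 37C. After MPER lysis, β-galactosidase reporter activity was read as FDG fluorescence (ex 480/em 540) after 30 minutes.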
ASM inhibitor: inhibitors of human secretory acid sphingomyelinase | P17405 | placental ASM, HMU-PC fluorogenic substrate, 60 min | Potency, µM (top dose mostly 57.5 µM), for the others: at the highest dose activity change, negative = inhibition, most hits filed as inhibitors | 0.006% of 340,000 active; also: potency is read from the fitted curve at half-maximal effect
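Human placenta-derived ASM enzyme was preincubated with compound for 10 minutes at room temperature, then given fluorogenic substrate HMU-PC0 (9 uM final) for 60 minutes at 37 °C; a pH 10 stop preceded fluorescence reading at Ex 386/Em 447 nm.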
Eya2 phos inh: Eya2 (human) phosphatase inhibition | Potency, µM (highest dose often 76.9 µM), for the others: at the top dose activity, negative = inhibition, actives largely listed as inhibitors | 0.006% of 330,000 active | recombinant Eya2, OMFP fluorescence dephosphorylation (OMFP is methylfluorescein phosphate); also: potency is read from the fitted curve at half-maximal effect; % is scaled to controls: 0 for no effect and ±100 for the full control effect
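Eya2 protein (added as 0.2 uM solution) was preincubated with compound for 10 min at ambient temperature in 50 mM HEPES pH 7.5, 50 mM NaCl, 5 uM MgCl2, 0.05% BSA, 1 mM DTT. OMFP (added at 50 uM) then reacted 10 min; fluorescence read at 485/525 nm.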
p53 reactivator: re-activators of mutant p53; 0.063% of 320,000 active; H1299 p53-A138V BP100-luciferase reporter, luminescence, 24 h; AID 504706; Potency, µM (doses to about 92.2 µM), inactives show at the highest dose activity change, positive = activation, most hits filed as activators; also: potency is read from the fitted curve at half-maximal effect; % of control where 0% means no effect; nearly all actives have a fitted effect of over 45% in size
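p53-null H1299 cells stably carrying temperature-sensitive p53-A138V and a BP100-luciferase reporter were pinned with compounds (4-point, 1:5 series) and held 24 hrs at 37 deg C. Luminescence was read 10 min after detection reagent.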
TRPV1 agonist: human TRPV1 agonism; TRPV1-expressing cells, Fluo-8 calcium influx, agonist mode; activation, % at 8.33 µM; AID 540275; 0.19% of 320,000 active; in the data active = activation above about 80%; inconclusive = between about 30% and that limit; also: 0% is about no effect
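Cells expressing TRPV1 were dye-loaded with Fluo-8 and read kinetically: 10 s baseline, 3 min after compound (agonist portion), then 2 min after EC20 capsaicin (allosteric enhancer portion). Calcium-bound dye fluorescence at 480/520 nm.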
PTAP TSG101 blk: blocks PTAP/TSG101 interaction to inhibit HIV-1 budding; Fluorescence polarization, FITC-PTAP peptide / Tsg101 binding; Potency, µM (highest dose often 115 µM), for the others: at the top dose activity change, negative = inhibition, usual class: inhibitors; 340,000 tested, under 10 active; AID 493005; active = well fitted inhibition curve with a large enough effect in the main read-out, with a control signal flat, not every such curve was filed as active; inconclusive = small, poorly fitted or top-dose-only effect, or effect the other way, or a change in a side signal; inactive = no such curve, though single readings can be large or run the other way; also: potency is read from the fitted curve at half-maximal effect; % of control where 0% means no effect
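Tsg101 binding domain (10 uM final) was mixed with compound and a FITC-labeled PTAP peptide (50 nM final) in HEPES pH 7.5 buffer with NaCl, Tween 20, EDTA and TCEP; fluorescence polarization was read after 20 min at r.t.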
ELG1 genotox: genotoxicity induction in ELG1-luciferase HEK293T cells; Potency, µM (doses to about 46 µM), for inactives: at the top dose activity change, positive = activation, hits mostly activators; 1.3% of 330,000 active; HEK293T ELG1-luciferase reporter, luminescence, 16 h; also: potency is read from the fitted curve at half-maximal effect; % of control where 0% means no effect; nearly all actives have a fitted effect of over 60% in size
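After overnight (16 hr) compound treatment at 37 °C, ELG1-luciferase HEK293T cells were lysed with ONE-Glo; luminescence quantified 30 min later at room temperature.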
B2AR arrestin: beta2AR (human) beta-arrestin recruitment activity; Potency, µM (top dose mostly 46.1 µM), without a hit: top-dose activation, hits mostly activators; P07550; AID 492947; beta-arrestin recruitment to beta2AR, cell-based reporter; 0.02% of 330,000 active;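 also: potency is read from the fitted curve at half-maximal effect; 0% = DMSO controls and full agonism = EC100 isoproterenol or metaproterenol; nearly all actives have a fitted effect of over 65% in size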
Target sequence (P07550 whole entry, looked up): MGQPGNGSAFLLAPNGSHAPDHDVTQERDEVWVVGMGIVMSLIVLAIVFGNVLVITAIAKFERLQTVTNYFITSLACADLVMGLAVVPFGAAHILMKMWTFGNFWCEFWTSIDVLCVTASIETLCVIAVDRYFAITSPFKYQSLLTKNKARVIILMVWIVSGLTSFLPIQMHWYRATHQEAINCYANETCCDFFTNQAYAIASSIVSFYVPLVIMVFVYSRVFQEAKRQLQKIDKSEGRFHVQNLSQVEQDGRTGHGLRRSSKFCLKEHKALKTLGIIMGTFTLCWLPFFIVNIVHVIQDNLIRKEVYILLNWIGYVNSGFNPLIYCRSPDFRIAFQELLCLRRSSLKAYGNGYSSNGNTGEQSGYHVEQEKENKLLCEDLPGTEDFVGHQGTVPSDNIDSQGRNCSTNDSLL
BRCA1 expr act: increases BRCA1 expression. MCF7-BRCA1-FFLuc reporter, luminescence, 48 h; response scale: scaled: vehicle 0%, 10 µM genistein 100%. Potency, µM (titrated, usually from 46.1 µM), for inactives: at the top dose activation, usual class: activators. 1.1% of 380,000 active. AID 624202; also: potency is read from the fitted curve at half-maximal effect; nearly all actives have a fitted effect of over 80% in size; some results filed as inactive show a strong effect at the top dose
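First, MCF7-BRCA1-FFLuc cells (2000/well) attach for 2 h; next, compounds are pin-added and incubated 48 h at 37 °C; finally, luciferase reagent is added and luminescence read after 15 min.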
uPA generation: blocks generation of uPA at the cell surface | Potency, µM (highest dose often 38.3 µM), inactives show top-dose activity change, negative = inhibition, actives largely listed as inhibitors | AID 540303 | cell surface uPA generation assay, qHTS | 0.31% of 330,000 active; active = well fitted inhibition curve with a large enough effect; inconclusive = small, poorly fitted or top-dose-only effect; inactive = no such curve, though single readings can be large or run the other way; tested in mouse RAW 264.7 cells; also: potency is read from the fitted curve at half-maximal effect; % is scaled to controls: 0 for no effect and ±100 for the full control effect; nearly all actives have a fitted effect of over 55% in size
* = called active by the depositor; ? = inconclusive; / = no result given; [ ] = remark or other dose. Unless noted, calls follow the shape of the dose curve; as a rule, active = well fitted curve in the direction sought with a large enough effect; inconclusive = small, poorly fitted or top-dose-only effect, or another doubt; inactive = no such curve, though single readings can be large; an effect the other way counts as inactive or inconclusive. Compounds as they come; any-hit rate near 2.6%.

SMILES	USP2a inh	Integrin act MD	ASM inhibitor	Eya2 phos inh	p53 reactivator	TRPV1 agonist	PTAP TSG101 blk	ELG1 genotox	B2AR arrestin	BRCA1 expr act	uPA generation
CN(C)S(=O)(=O)c1cc(NC(=O)CNCc2ccccc2)ccc1Cl	1%	14%	0%	2%	18%	19	-6%	8%	-2.2%	35%	0%
C/C(=N/N1CCN(Cc2cccc3ccccc23)CC1)c1ccco1	-1%	-15%	2%	2%	6%	5	-1%	-1%	-0.5%	0%	2%
Cc1ccc(-c2nc3ccccn3c2C=O)cc1	-4%	-45%	1%	9%	7%	5	-1%	?	4.4%	58%	?
O=c1cc(CN2CCN(c3ccc(F)cc3)CC2)c2cc3c(cc2o1)CCCC3	0%	-12%	-5%	-14%	8%	8	-2%	-3%	-0.5%	2%	/
CCOc1ccc(C2C(C(=O)c3ccco3)=C(O)C(=O)N2CCCn2ccnc2)cc1 (stereo unspecified)	0%	-32%	-4%	2%	?	0	-4%	?	0.0%	1%	0%
O=C(Cc1ccccc1[N+](=O)[O-])OCC(=O)c1c[nH]c2ccccc12	-1%	-2%	-3%	11%	?	3	-2%	13%	-0.1%	?	3%
COC(=O)c1ccc(NC(=S)NCCCn2ccnc2)cc1	2%	-33%	1%	0%	1%	1	-4%	-1%	0.2%	-2%	0%
Cc1nn(C)c(C)c1/C=C(\C#N)C(N)=O	3%	1%	10%	6%	-7%	3	-1%	1%	-1.1%	-13%	5%
COC(=O)c1c(NC(=O)Cc2ccccc2)sc(C)c1C	2%	-21%	-7%	0%	-2%	15	-3%	6%	0.3%	-24%	-2%
NC(=O)C1CCCN1Cc1ccc2c(c1)OCO2 (stereo unspecified)	/	3%	1%	/	/	/	6%	/	/	3%	-2%
Cc1ccc(C(=O)C(NC(=O)c2ccco2)Nc2sc3c(c2C(N)=O)CCCC3)cc1 (stereo unspecified)	-1%	/	/	1%	3%	-2	/	0%	-0.6%	/	/
Cc1ccnc(NC(=O)CCC(=O)N(CC(=O)NCc2ccccc2)Cc2ccccc2)c1	0%	?	4%	4%	0%	1	-2%	-8%	-0.1%	-6%	0%
CCOC(=O)c1cccc(NC(=O)CSc2nnc(COc3ccccc3)n2CC)c1	3%	-15%	-2%	2%	1%	0	-5%	2%	-0.2%	1%	/
COc1ccc(C)cc1N(C(=O)c1ccco1)C(C(=O)NC1CCCC1)c1ccc(N2CCOCC2)cc1 (stereo unspecified)	0%	0%	-3%	11%	-1%	5	2%	2%	-0.4%	-19%	0%
CCn1cc(CN2CCC(n3nccc3NC(=O)c3cccc(F)c3)CC2)cn1	4%	25%	/	5%	-4%	0	-2%	6%	0.0%	21%	-1%
Cc1ccc2c(c1)CCCN2C(=O)c1cc(C)c(C)s1	-2%	-6%	-2%	-2%	11%	25	0%	-2%	0.2%	34%	2%
CCC(C)N(C(=O)COC(=O)C1C(C(=O)OC)=C(C)NC(C)=C1C(=O)OC)C1CCS(=O)(=O)C1 (stereo unspecified)	1%	-19%	39%[activator]	21%	0%	-2	-3%	1%	-0.4%	-5%	-1%
Cc1ccc(NC(=O)CSCC(=O)N2CCCc3ccccc32)cc1	4%	5%	-1%	3%	7%	15	-7%	3%	-1.3%	-13%	-1%
COc1cc(NC(=O)CSc2nc3ccccc3cc2Cc2ccccc2)cc(OC)c1	0%	-16%	-7%	8%	1%	1	-5%	-3%	-0.8%	-44%	11%
COc1cc(NC(=O)C2=C(N3CCOCC3)/C(=C\c3ccc(Br)cc3)CC2)cc(OC)c1OC	1%	-18%	-10%	-2%	-10%	11	-1%	-6%	0.4%	-17%	3%
O=C(O)c1cc(=O)c2cc(Cl)ccc2o1	/	-14%	2%	/	/	-4	-6%	/	/	-23%	-2%
N=C1/C(=C\c2coc3ccccc3c2=O)C(=O)N=C2SC=CN12	?	8%	4%	36%	6%	?	?	-6%	-0.7%	-55%	0%
CN1OCC(S(=O)(=O)c2ccccc2)C1c1ccccc1 (stereo unspecified)	0%	14%	1%	3%	3%	-3	0%	-2%	-0.5%	-17%	-4%
CN1CCC(OC(=O)COc2ccc(Br)cc2)CC1	-1%	13%	1%	6%	0%	1	0%	0%	-0.1%	8%	3%
COc1cccc(-c2nc(C(N)=O)c3[nH]c(=O)n(-c4ccccc4)c3n2)c1OC	2%	23%	36%[activator]	4%	-3%	0	-3%	-2%	-0.1%	-24%	3%
Next section.
SMILES	USP2a inh	Integrin act MD	ASM inhibitor	Eya2 phos inh	p53 reactivator	TRPV1 agonist	PTAP TSG101 blk	ELG1 genotox	B2AR arrestin	BRCA1 expr act	uPA generation
COc1ccc(S(=O)(=O)NC(C)C(=O)NCc2cccnc2)cc1OC (stereo unspecified)	0%	8%	5%	14%	0%	2	0%	-1%	0.3%	-12%	-4%
CCC(C)(C)NC(=O)/C=C/c1cc(OC)c(OC)c(S(=O)(=O)N2CCc3ccccc32)c1	0%	-31%	-2%	-1%	1%	2	-2%	?	-0.1%	-1%	0%
Cc1ccc(S(=O)(=O)N2CCN=C2SCc2ccc(Cl)c(Cl)c2)cc1	-2%	10%	0%	1%	3%	-1	-2%	0%	-0.2%	-18%	0%
O=C(Cn1nnc(-c2ccc(S(=O)(=O)N3CCCC3)cc2)n1)Nc1ccccc1-n1cccc1	-2%	0%	-2%	5%	-4%	-2	-5%	-2%	-0.6%	-59%	/
C/C=C\C(=O)Nc1cccc(C2=NOC3(C2)C[C@@H](C(N)=O)N(C(=O)c2ccccc2)C3)c1 (stereo partly specified)	9%	-2%	9%	-15%	-2%	1	0%	0%	-0.2%	0%	7%
Cc1ccc(C(=O)NCC(=O)Nc2ccncc2)s1	1%	13%	6%	1%	-9%	1	1%	-6%	-0.2%	-1%	12%
O=C(NCCc1ccccc1)c1cccc(NC(=O)c2ccccc2)c1	/	2%	-5%	/	/	/	-7%	/	/	73%	1%
CC(=O)Nc1nc(-c2cccs2)cs1	-1%	-15%	-2%	-2%	7%	-4	-5%	1%	0.0%	29%	0%

Structures listed so far containing an aryl methoxy group (six):
SMILES	USP2a inh	Integrin act MD	ASM inhibitor	Eya2 phos inh	p53 reactivator	TRPV1 agonist	PTAP TSG101 blk	ELG1 genotox	B2AR arrestin	BRCA1 expr act	uPA generation
COc1ccc(C)cc1N(C(=O)c1ccco1)C(C(=O)NC1CCCC1)c1ccc(N2CCOCC2)cc1 (stereo unspecified)	0%	0%	-3%	11%	-1%	5	2%	2%	-0.4%	-19%	0%
COc1cc(NC(=O)CSc2nc3ccccc3cc2Cc2ccccc2)cc(OC)c1	0%	-16%	-7%	8%	1%	1	-5%	-3%	-0.8%	-44%	11%
COc1cc(NC(=O)C2=C(N3CCOCC3)/C(=C\c3ccc(Br)cc3)CC2)cc(OC)c1OC	1%	-18%	-10%	-2%	-10%	11	-1%	-6%	0.4%	-17%	3%
COc1cccc(-c2nc(C(N)=O)c3[nH]c(=O)n(-c4ccccc4)c3n2)c1OC	2%	23%	36%[activator]	4%	-3%	0	-3%	-2%	-0.1%	-24%	3%
COc1ccc(S(=O)(=O)NC(C)C(=O)NCc2cccnc2)cc1OC (stereo unspecified)	0%	8%	5%	14%	0%	2	0%	-1%	0.3%	-12%	-4%
CCC(C)(C)NC(=O)/C=C/c1cc(OC)c(OC)c(S(=O)(=O)N2CCc3ccccc32)c1	0%	-31%	-2%	-1%	1%	2	-2%	?	-0.1%	-1%	0%

From PubChem BioAssay
